TSG101-PTAP inh – qHTS Assay for Iinhibitors of HIV-1 Budding by Blocking the Interaction of PTAP/TSG101. Tumor susceptibility gene 101 protein (Homo sapiens), Q99816. Fluorescence polarization, FITC-PTAP peptide / Tsg101 binding. Potency, µM (titrated, usually from 115 µM), for the others: top-dose activity change, negative = inhibition, most hits filed as inhibitors. 340,000 tested, under 10 active. AID 493005, 2010; active = well fitted inhibition curve with a large enough effect in the main read-out, with a control signal flat, not every such curve was filed as active; inconclusive = small, poorly fitted or top-dose-only effect, or effect the other way, or a change in a side signal; inactive = no such curve, though single readings can be large or run the other way; note: potency is the fitted concentration of half-maximal effect; % of control where 0% means no effect
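Fluorescence polarization binding of Tsg101 binding domain (10 uM final) to FITC-labeled PTAP peptide (50 nM final) in HEPES pH 7.5 buffer with NaCl, Tween 20, EDTA, TCEP. Compounds added before peptide; binding 20 min at RT.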
Menin-MLL TR inh – qHTS Assay for Inhibitors Targeting the Menin-MLL Interaction in MLL Related Leukemias: Competition With Texas Red Labeled MLL-derived Mutant Peptide. O00255. Menin + Texas Red MLL mutant peptide, fluorescence polarization. Potency, µM (top dose mostly 61.6 µM), for inactives: top-dose FP activity change, negative = inhibition, usual class: inhibitors. 0.23% of 270,000 active; active = well fitted inhibition curve with a large enough effect in the polarisation, with a control signal flat, not every such curve was filed as active; inconclusive = small, poorly fitted or top-dose-only effect, or effect the other way, or a change in a side signal; inactive = no such curve, though single readings can be large or run the other way; the % refers to the polarisation; note: potency is the fitted concentration of half-maximal effect; % of control where 0% means no effect; many of its hits are not listed in these tables
Target sequence (O00255 whole entry, looked up): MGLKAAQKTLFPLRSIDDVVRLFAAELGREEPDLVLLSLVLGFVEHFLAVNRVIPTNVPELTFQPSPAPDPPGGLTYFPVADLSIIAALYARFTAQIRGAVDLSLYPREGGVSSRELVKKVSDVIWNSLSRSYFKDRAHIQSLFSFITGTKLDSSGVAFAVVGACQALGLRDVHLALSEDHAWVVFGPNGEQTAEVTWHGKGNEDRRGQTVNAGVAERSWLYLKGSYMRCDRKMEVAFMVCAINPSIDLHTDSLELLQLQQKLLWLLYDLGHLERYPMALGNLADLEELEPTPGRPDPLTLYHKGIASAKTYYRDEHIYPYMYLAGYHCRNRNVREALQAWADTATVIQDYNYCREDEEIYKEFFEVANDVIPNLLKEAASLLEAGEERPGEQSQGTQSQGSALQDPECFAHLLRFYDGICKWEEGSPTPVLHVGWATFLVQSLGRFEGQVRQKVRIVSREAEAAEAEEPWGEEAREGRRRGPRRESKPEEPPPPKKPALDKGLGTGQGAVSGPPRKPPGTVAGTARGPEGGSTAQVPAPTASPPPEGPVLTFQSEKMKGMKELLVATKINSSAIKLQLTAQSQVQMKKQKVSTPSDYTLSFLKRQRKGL
a7 integrin act – qHTS for Activators of Integrin-Mediated Alleviation for Muscular Dystrophy; 0.064% of 350,000 active; alpha7betagal myoblasts, beta-gal FDG fluorescence, 48 h; Potency, µM (titrated, usually from 38.3 µM), inactives show top-dose activation, most hits filed as activators; AID 624291, 2012;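 note: potency is the fitted concentration of half-maximal effect; 100% = response of the positive control SU9516; nearly all actives have a fitted effect of over 60% in size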
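Alpha7betagal+/- myoblasts (passage 13) were plated 16-24 hr, then exposed to compounds (1:260 dilution of DMSO stock) for 48 hours at 37C. After MPER lysis, β-galactosidase reporter activity was read as FDG fluorescence (ex 480/em 540) after 30 minutes.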
MLL CXXC-DNA inh – qHTS Fluorescence Polarization Assay for Inhibitors of MLL CXXC domain - DNA interaction; Histone-lysine N-methyltransferase 2A (Homo sapiens), Q03164; MLL-CXXC / FITC-HOXA9 DNA fluorescence polarization; Potency, µM (series often up to 115 µM), without a hit: at the highest dose activity change, negative = inhibition, usual class: inhibitors; 0.037% of 290,000 active; AID 2662, 2010; active = well fitted inhibition curve with a large enough effect in the polarisation, with a control signal flat, not every such curve was filed as active; inconclusive = small, poorly fitted or top-dose-only effect, or effect the other way, or a change in a side signal; inactive = no such curve, though single readings can be large or run the other way; the % refers to the polarisation; note: potency is the fitted concentration of half-maximal effect
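Purified MLL-CXXC (added from a 7 uM solution) was preincubated 5 min at ambient with pinned compounds in 50 mM Tris-HCl pH 7.5, 50 mM NaCl, 1 mM DTT, 0.05% BSA. Fluorescein-labeled HOX-A9 DNA (50 nM solution) followed, 30 min, then polarization read.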
S-ASM inh – Inhibitors of Secretory Acid Sphingomyelinase (S-ASM): qHTS; placental ASM, HMU-PC fluorogenic substrate, 60 min; Sphingomyelin phosphodiesterase (Homo sapiens), P17405; Potency, µM (top dose mostly 57.5 µM), inactives show at the top dose activity change, negative = inhibition, most hits filed as inhibitors; 0.006% of 340,000 active; note: potency is the fitted concentration of half-maximal effect
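Human placenta-derived ASM enzyme was preincubated with compound for 10 minutes at room temperature, then given fluorogenic substrate HMU-PC0 (9 uM final) for 60 minutes at 37 °C; a pH 10 stop preceded fluorescence reading at Ex 386/Em 447 nm.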
TCR activator – Activators of T cell receptors: qHTS campaign; AID 504894, 2011; primary human leukocytes, anti-CD3, IL-2 HTRF, 48 h; Potency, µM (highest dose often 9.22 µM), for inactives: at the top dose activation of IL-2 secretion, actives largely listed as activators; 330,000 tested, under 10 active; note: % of control where 0% means no effect
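Primary human leukocytes were stimulated with a-CD3 beads plus compounds for 48 hr without co-stimulation; secreted IL-2 was quantified by HTRF using a-IL-2-K (europium cryptate) and a-IL-2-d2, excited at 320nm with acceptor emission read at 665nm.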
Mito fusion act – qHTS Assay for Small Molecule Inhibitors of Mitochondrial Division or Activators of Mitochondrial Fusion; S. cerevisiae fusion-defective mutant growth rescue, CellTiterGlo 48 h; Potency, µM (highest dose often 46.1 µM), inactives show top-dose growth rescue (activation), hits mostly activators; 0.23% of 320,000 active; AID 485298, 2010;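 note: potency is the fitted concentration of half-maximal effect; % of control where 0% means no effect; nearly all actives have a fitted effect of over 45% in size; temperature-sensitive fusion mutants such as fzo1-1 at 37 °C on non-fermentable ethanol glycerol medium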
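Yeast fusion mutant, YPEG (non-fermentable carbon), compound, 48 h at 37C non-permissive; CellTiterGlo added, 10 min RT, luminescence read. Rescued growth = division inhibition.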
TSHR antagonist – Antagonists of the Thyroid Stimulating Hormone Receptor: HTS campaign. AID 504810, 2011. activity change, negative = inhibition, % at 11.5 µM. 0.2% of 330,000 active. Thyrotropin receptor (Homo sapiens), P16473. TSHR-expressing cells, TSH-stimulated cAMP HTRF, 2 h; hits give low values;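 active = activity change below a set negative limit, meaning inhibition stronger than a set level, cut at about -70% in these data; inconclusive = activity change between two set negative limits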; note: % is set by controls: 0 for no effect and ±100 for the full control effect
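Antagonism was scored as loss of TSH-driven cAMP in TSHR cells, stimulated with 4nM TSH (EC80) for 2 hours at 37 deg C and detected by homogeneous HTRF competition immunoassay.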
AT treatment – qHTS Assay for Identifying a Potential Treatment of Ataxia-Telangiectasia; […] A-T fibroblasts, KAP-1 phosphorylation AlphaLISA; neocarzinostatin DNA damage 30 min before lysis; 0.19% of 320,000 active; AID 485349, 2010; Potency, µM (highest dose often 57.5 µM), for inactives: top-dose activation, actives largely listed as activators; note: potency is the fitted concentration of half-maximal effect; % of control where 0% means no effect; nearly all actives have a fitted effect of over 45% in size
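ATM-like activity read as KAP-1 phosphorylation via AlphaLISA donor/acceptor antibody pairs after lysis and 6 hr at 25C. Cells were ATM-null patient fibroblasts ([…], hTERT), dosed 60 min, then exposed to the DSB inducer NCS for 30 min.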
MBNL1-CUG inh – qHTS Assay for Inhibitors of MBNL1-poly(CUG) RNA binding; Muscleblind-like protein 1 (Homo sapiens), Q9NR56; TR-FRET MBNL1-His/biotin-(CUG)12 binding, 665/545 ratio; Potency, µM (doses to about 57.5 µM), for the others: at the highest dose activity change, negative = inhibition, hits mostly inhibitors; 0.036% of 280,000 active; AID 2675, 2010; active = well fitted inhibition curve with a large enough effect in the signal ratio, with a control signal flat, not every such curve was filed as active; inconclusive = small, poorly fitted or top-dose-only effect, or effect the other way, or a change in a side signal; inactive = no such curve, though single readings can be large or run the other way; the % refers to the signal ratio; note: potency is the fitted concentration of half-maximal effect; % is set by controls: 0 for no effect and ±100 for the full control effect
Target sequence (Q9NR56 whole entry, looked up): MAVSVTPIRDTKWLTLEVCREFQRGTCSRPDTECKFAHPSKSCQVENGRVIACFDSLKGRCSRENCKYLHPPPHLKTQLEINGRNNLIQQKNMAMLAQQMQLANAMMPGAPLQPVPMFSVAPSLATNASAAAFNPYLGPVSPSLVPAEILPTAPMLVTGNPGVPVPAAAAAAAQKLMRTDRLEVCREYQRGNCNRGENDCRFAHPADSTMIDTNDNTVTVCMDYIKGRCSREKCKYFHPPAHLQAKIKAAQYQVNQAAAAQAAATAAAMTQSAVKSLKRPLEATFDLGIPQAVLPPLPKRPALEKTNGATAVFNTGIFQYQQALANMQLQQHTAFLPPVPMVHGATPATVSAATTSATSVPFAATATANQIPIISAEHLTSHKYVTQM
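His-tagged MBNL1 binding to biotinylated (CUG)12 RNA was measured by TR-FRET using terbium anti-His antibody (0.055 ng/ul final) and streptavidin-XL665 (5 nM final). Compounds were titrated 92 nM to 58 uM; 60 min at room temperature.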
The depositor's hits bear a star; ? = inconclusive; . = not tested or not shown; [ ] = remark or other dose. Unless noted, calls come from the whole dose curve; as a rule, active = well fitted curve in the direction sought with a large enough effect; inconclusive = small, poorly fitted or top-dose-only effect, or another doubt; inactive = no such curve, though single readings can be large; an effect the other way counts as inactive or inconclusive. A portion of the library; count on the stated rates, not on these rows.

Results follow in this order: S-ASM inh, MLL CXXC-DNA inh, TSHR antagonist, Menin-MLL TR inh, TCR activator, AT treatment, TSG101-PTAP inh, a7 integrin act, MBNL1-CUG inh, Mito fusion act
- Cc1cccc(Nc2nnc(SCC(O)=C(C#N)c3nc4ccccc4[nH]3)s2)c1
  20%, ., ., ., 9%, ., 0%, -5%, ., .
- COC(=O)C1CCN(CC(=O)NC(=O)NC2CCCCC2)CC1
  -2%, -6%, 23, 0%, -3%, 7%, -3%, -10%, 3%, 2%
- COC(OC)C12c3ccccc3C(c3ccccc31)C1C(=O)N(c3cccnc3)C(=O)C12 (configuration not stated)
  -2%, 4%, 19, -17%, -6%, -1%, 0%, 1%, -9%, -1%
- O=C(O)c1ccc(CNCc2cccc(Oc3ccccc3)c2)cc1
  1%, 14%, -6, -2%, -3%, 0%, -4%, 13%, -2%, 0%
- Cc1cc(C)cc(S(=O)(=O)c2cnc3ccccc3n2)c1
  -11%, ?, -4, 2%, -4%, -6%, 0%, -58%[inhibitor], 26%, 4%
- CCOc1ccc(CCNC(=O)CSc2nnnn2C)cc1OCC
  2%, 4%, 8, -22%, ., 9%, -7%, 16%, -8%, -1%
- Cc1cccc([N+](=O)[O-])c1NC(=O)COC(=O)C1CCCO1 (configuration not stated)
  3%, ., 6, ., 5%, 6%, -4%, 5%, ., -1%
- Cc1ccc(N2C(=O)c3ccccc3C2C(=O)c2cc(C)ccc2O)cc1 (configuration not stated)
  -8%, 9%, 17, -13%, 0%[46.1 µM], -9%, -7%, -23%, ?, -19%
- CCN(CC)CCNc1oc(-c2ccccc2)nc1S(=O)(=O)c1ccccc1
  7%, ., 10, ., ., -2%, 1%, ?, ., .
- CCNC(=S)Nn1cnc2ccccc21
  1%, -4%, 4, ., 16%, -1%, -1%, 26%, -5%, -5%
- O=C(CNC(=O)c1ccc(S(=O)(=O)N2CCCC2)cc1)N/N=C/c1ccc(Cl)cc1Cl
  -24%, -6%, -4, 4%, 5%[46.1 µM], -9%, -3%, -12%, -8%, -3%
- COC(=O)c1ccc(CSc2ncnc3ccccc23)o1
  1%, 1%, -7, -3%, -5%, 14%, -4%, -45%[inhibitor], 1%, -1%
- CNC(=S)N(CCc1c(C)[nH]c2ccc(Cl)cc12)Cc1cccs1
  ., 1%, -18, ?, ., 6%, ., ., -3%, -1%
- CSCC(=O)N1CCCC(CNC(=O)c2ccc(-c3ccccc3)cc2)C1 (configuration not stated)
  -5%, 1%, -16, -1%, -4%, 11%, 2%, -14%, 8%, 12%
- CCn1cc(CN2CCN(Cc3ccsc3)C(CCO)C2)cn1 (configuration not stated)
  4%, 3%, 14, 13%, 1%, -4%, -1%, -29%, 2%, 1%
- COc1ccc(-c2cc(C(F)(F)F)nc(SCC(=O)NCc3cccs3)n2)cc1
  1%, 11%, -2, 1%, 5%, -2%, -1%, -10%, 6%, 0%
- CCOc1ccc(OCC)c(NC(=O)CCCN2C(=O)c3cccnc3C2=O)c1
  4%, 7%, -1, ?, -6%, 9%, 0%, 16%, ?, 3%
- COc1ccc(N(C(=O)CNC(=O)c2ccco2)C(C(=O)NCC2CCCO2)c2ccc(OC)c(OC)c2)cc1 (configuration not stated)
  0%, 49%[activator], 12, -2%, 1%, 9%, -3%, ?, -7%, 3%
- CC(C)n1c(O)c(/C=C2\C=NN=C2c2ccccc2)sc1=S
  -15%, 1%, -3, ., -2%, -18%, -5%, -27%, ., 16%
- COC(=O)c1ccc(C(=O)Nc2ccc(N)cc2N)cc1
  0%, -16%, -3, 0%, 3%, 12%, -6%, -16%, 18%, 0%

Following part
Results follow in this order: S-ASM inh, MLL CXXC-DNA inh, TSHR antagonist, Menin-MLL TR inh, TCR activator, AT treatment, TSG101-PTAP inh, a7 integrin act, MBNL1-CUG inh, Mito fusion act
- CC(OC(=O)[C@@H]1CCCN1C(=O)c1cccs1)C(=O)Nc1cccc([N+](=O)[O-])c1 (some centres not stated)
  -1%, ., -13, ., 4%[46.1 µM], 8%, 0%, 0%, ., .
- COc1ccc(/C=N\NC(=O)CNC(=O)C(c2ccccc2)c2ccccc2)cc1[N+](=O)[O-]
  ?, 11%, 2, 14%, -7%[46.1 µM], -1%, -5%, 1%, 12%, -6%
- COc1nc(-c2ccncc2)nc2ccccc12
  0%, 2%, 25, 2%, 0%, -3%, -1%, -5%, 15%, -7%
- COc1ccc(C(=O)Nc2cc(C(C)=O)c(/C=C/N(C)C)oc2=O)cc1
  -2%, ?, -15, ?, 0%, -1%, 24%, -5%, ?, 2%
- Cc1ccc(CC2CC(=O)N(c3ccc(Cl)cn3)C2=O)cc1 (configuration not stated)
  0%, 6%, 4, 17%, 3%, -8%, -2%, 12%, 2%, 0%
- COC(=O)C1=C(CN2CCc3ccccc32)NC(=O)NC1c1cc(C)ccc1C (configuration not stated)
  -9%, 2%, -2, ?, 2%, -10%, -4%, -21%, 12%, 12%
- COc1ccccc1-n1c(SCC(=O)NC2CCS(=O)(=O)C2)nc2ccccc2c1=O (configuration not stated)
  -1%, ., 19, ., -6%, -4%, 4%, ?, ., 0%
- Cc1cccc(NC(=O)COc2ccc(Br)cc2/C=N/O)c1
  0%, -5%, 17, 27%, -1%[46.1 µM], 11%, -10%, 11%, -12%, ?
- COC(=O)Cn1cnc2ccccc2c1=O
  4%, 0%, -3, 1%, -2%, 7%, -1%, 14%, 1%, -2%
- Cc1cc(Cl)cc(C)c1OCCNCc1ccccc1
  -3%, 5%, 2, -26%, -4%, 5%, 0%, -44%, -2%, -12%
- Cc1ccc(S(=O)(=O)N/N=C/c2c[nH]c3ccccc23)cc1
  -8%, 1%, -21, ?, -3%, 4%, -4%, -45%[inhibitor], ?, -5%
- Cc1ccc(S(=O)(=O)N2CCCC(C(=O)NCC3COCCO3)C2)cc1 (configuration not stated)
  3%, -1%, 10, 0%, -1%, 8%, -3%, 22%, -11%, 6%
- COC(=O)c1ccccc1NC(=O)CSc1[nH]c(=O)cc(C)c1C#N
  -1%, -1%, 0, ?, 3%, -3%, -9%, -20%, 3%, 6%
- CN(CC(=O)N1CCc2ccccc21)S(=O)(=O)c1ccc(Cl)cc1
  -1%, 10%, -8, -8%, 8%, 4%, -7%, -2%, -5%, ?
- O=c1cc(-c2ccccc2)nc(SCc2ccccc2)[nH]1
  -2%, 17%, 0, 0%, 2%, -3%, 1%, -8%, -1%, -1%
- Cc1ccc(C(=O)N/N=C\c2ccccn2)cn1
  13%, 24%, 11, ., -4%, 4%, -2%, -6%, ., -4%
- O=C(C1CCN(S(=O)(=O)c2cccc3cccnc23)CC1)N1CCc2ccccc21
  -3%, 20%, 47, 13%, -1%, -7%, -6%, -24%, -9%, 5%
- Clc1ccc(N2CCCCCC2)nn1
  3%, -6%, 13, ., ., -4%, -1%, -18%, 13%, -1%
- Cc1c(NC(=O)C(C)OC(=O)c2cccnc2)c(=O)n(-c2ccccc2)n1C (configuration not stated)
  0%, 6%, 14, 10%, 3%[46.1 µM], -16%, 0%, -5%, -11%, -5%
- CN(C(=O)c1cc2sccc2n1C)C1CCCCC1
  -1%, -5%, 3, -6%, 2%, -4%, -13%, 17%, 0%, 10%
- CC(C)C[C@@H](CNCC(=O)[C@H](C)NC(=O)c1[nH]cnc1C(=O)N[C@H](CN)CC(C)C)NC(=O)c1nc[nH]c1C(=O)N[C@@H](C)C(=O)O
  11%, ., ., ., -3%, ., -2%, 7%, ., .
- CSc1nc(N2CCOCC2)c2ccccc2n1
  21%, 3%, -6, 13%, -2%, -7%, -4%, 2%, -2%, -3%
- NC(=O)[C@@H]1CCCN1C(=O)[C@@H](Cc1cnc[nH]1)NC(=O)[C@@H]1CCC(=O)N1
  0%, ., 6, ., -17%, -1%, -1%, 24%, ., -2%
